Screens (PubChem)
GlmU inhibition = inhibition of mycobacterial GlmU enzyme – biochemical, glucosamine-1-phosphate acetyltransferase (AID 1376); hit rate 0.25% among 220,000; inhibition, %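 (tested at 30 µM in the primary screen)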, or IC50 in µM where a hit was titrated; M. tuberculosis GlmU acetyltransferase enzyme assay; higher % means a stronger effect; in the data active = inhibition above about 13%;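 also: 0% = complete reaction with vehicle and 100% = reaction without substrate; strong numbers were not always called active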
Mtb RmlCD inh = inhibitors of Mycobacterium tuberculosis RmlC and RmlD coupled enzymes; hit rate 0.03% among 160,000; RmlC+RmlD coupled enzyme assay, percent inhibition; primary screen in compound mixtures; inhibition, % at 3.6 µM; in the data active = inhibition mostly above about 34%, no sharp cut-off; also: some results filed as inactive read as strong as hits
Target sequence (P9WH09 whole entry, looked up): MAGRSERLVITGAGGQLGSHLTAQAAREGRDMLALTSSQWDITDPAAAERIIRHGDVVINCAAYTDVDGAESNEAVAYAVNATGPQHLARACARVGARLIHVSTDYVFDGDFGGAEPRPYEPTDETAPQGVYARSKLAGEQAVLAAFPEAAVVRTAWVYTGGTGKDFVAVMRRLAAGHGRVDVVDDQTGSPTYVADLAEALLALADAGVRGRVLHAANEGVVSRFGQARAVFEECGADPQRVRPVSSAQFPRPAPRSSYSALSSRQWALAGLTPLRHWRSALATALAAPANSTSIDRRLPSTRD
Target sequence (P9WH11 whole entry, looked up): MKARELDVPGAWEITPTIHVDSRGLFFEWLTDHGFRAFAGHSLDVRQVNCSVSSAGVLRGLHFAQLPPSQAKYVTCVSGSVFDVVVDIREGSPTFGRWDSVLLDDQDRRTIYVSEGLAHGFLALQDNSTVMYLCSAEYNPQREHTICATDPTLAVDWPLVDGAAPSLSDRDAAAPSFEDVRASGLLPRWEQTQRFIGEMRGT
Active calls of the source: *; · = not tested or not shown. These rows are one share of the data; rates above refer to the full screens.

Results follow in this order: GlmU inhibition, Mtb RmlCD inh
> COc1ccccc1NC(=O)C(C)NS(=O)(=O)c1ccccc1 (stereo unspecified)
    0.1%, -1
> CSc1nc2c(c(=O)[nH]1)C(c1cccc(Br)c1)CC(=O)N2 (stereo unspecified)
    -1.5%, 6
> CCc1cccc(NC(=O)Nc2cccs2)c1
    -2.0%, 4
> O=C(c1cccnc1)N1CCC(c2nc3ccccc3[nH]2)CC1
    -0.6%, 10
> COc1ccc(C(=O)CC2C(=O)N(C)C(=O)N(C)C2=O)cc1
    5.2%, ·
> COC(C[C@H](O)C[C@H](O)COCc1ccccc1)OC
    -1.6%, ·
> COc1ccc2c(c1)N(C(=O)CSc1n[nH]c(C)n1)C(C)(C)C=C2C
    2.7%, -8
> Cc1ccc(-c2n[nH]c(=O)c3ccccc23)cc1S(=O)(=O)N(C)CCO
    0.1%, 15
> COc1cc(OC)cc(C(=O)N2CCC(N3CCN(c4ccccc4OC)CC3)CC2)c1
    5.1%, -4
> CC(C)(C)NC(=O)COC(=O)/C=C/c1ccc(F)cc1
    2.1%, 61
> COc1cccc(NC(=O)CSc2nc3n[nH]c(C)c3c(=N)n2-c2cccc(OC)c2)c1
    -5.4%, ·
> CC(C)(C)c1cc(Br)c(O)c(N=Nc2ccc(S(=O)(=O)N3CCOCC3)cc2)c1
    -4.1%, -12
> O=C(c1cn(-c2ccccc2)nc1-c1ccccc1)N1CCOCC1
    -1.5%, ·
> Cc1noc(C)c1S(=O)(=O)N1CCCC(C(=O)NCCC2=CCCCC2)C1 (stereo unspecified)
    -8.0%, 18
> CC1CCc2c(C(=O)NCc3ccco3)csc2C1 (stereo unspecified)
    -1.3%, ·
> C[C@H](CO)NC(=O)[C@@H]1C[C@H]1[C@@H](NP(=O)(c1ccccc1)c1ccccc1)c1ccccc1
    3.5%, ·
> NC(=O)c1ccc(N2CCN(c3ncc(C(F)(F)F)cc3Cl)CC2)cc1
    -3.4%, 9
> COc1ccc(-c2nnc(Sc3nc4ccccc4o3)c3ccccc23)cc1
    -4.6%, 9
> CC(=O)/C(C[N+]1(C)CCCCC1)=N\O
    1.9%, -5
> O=C(Nc1ccccc1)N(C1=NCCCCS1)c1ccccc1
    0.2%, 2

Some of the entries above in a different format.
Structure | GlmU inhibition | Mtb RmlCD inh
COc1cc(OC)cc(C(=O)N2CCC(N3CCN(c4ccccc4OC)CC3)CC2)c1 | 5.1% | -4
Cc1noc(C)c1S(=O)(=O)N1CCCC(C(=O)NCCC2=CCCCC2)C1 (stereo unspecified) | -8.0% | 18

(next part)
Results follow in this order: GlmU inhibition, Mtb RmlCD inh
> N#C/C(=C/c1ccc(Br)s1)C(=O)NCCc1c[nH]c2ccccc12
    2.7%, 24
> COCCN1Cc2cccc(C(=O)Nc3c(C)cc(C)cc3C)c2C1=O
    -6.7%, 14
> Cc1nn(Cc2ccccc2Cl)c(C)c1C(=O)OCC(=O)NC1CCCC(C)C1C (stereo unspecified)
    -3.2%, -1
> COc1ccc(NC(=O)c2ccc3c(=O)n(-c4ccc(OC)cc4OC)c(=S)[nH]c3c2)cc1
    3.3%, -2
> C=CCN1C=C2C(=O)C(C)(OC(=O)C3CCCC3)C(=O)C=C2C=C1c1ccsc1 (stereo unspecified)
    0.5%, ·
> Nc1nnc(SCC(=O)OCC(=O)Nc2ccccc2)s1
    -2.8%, ·
> COc1ccc2sc(C)nc2c1NC(C)=O
    -0.1%, -3
> Fc1cccc(F)c1-n1c(CN2CCCCC2)csc1=S
    -4.4%, 6
> COc1ccc(NC(=O)c2nc[nH]c2C(=O)N2CCC(C)CC2)cc1
    2.2%, -12
> Cc1ccc(S(=O)(=O)Nc2nc3ccccc3nc2NCc2ccc3c(c2)OCO3)cc1C
    4.0%, -12
> CCCOc1ccc(CSC(=N)N)cc1C(=O)OC
    -0.1%, 28
> Cc1ccc(/C=N/NC(=O)Cn2nnc(N)n2)o1
    -0.3%, 7
> COc1ccc(NC(C)=O)cc1NC(=O)c1ccc(C#N)cc1
    5.0%, -15
> COc1ccc(OC)c(-n2c(-c3cccc(O)c3)n[nH]c2=S)c1
    0.7%, ·
> COc1ccc(OC)c(NC(=O)CN(C)CC(=O)Nc2ccccc2Br)c1
    2.2%, 8
> COc1ccc(NC(=O)Cn2cnc3c(nnn3-c3ccc(C)cc3)c2=O)cc1
    6.4%, -11
> COCC(=O)Nc1nc(-c2ccc(C)cc2)c(C)s1
    -0.1%, ·
> O=C(CN1C(=O)c2ccccc2C1=O)Nc1ccc(S(=O)(=O)N2CCOCC2)cc1
    0.7%, -5
> COC(C/C=C\C(=O)COCc1ccccc1)OC
    0.7%, ·
> Cc1cc(C(=O)N2CCc3c([nH]c4ccccc34)C2c2c(F)cccc2Cl)no1 (stereo unspecified)
    2.7%, ·

Fetched one by one from the list above, 4 records:
Results follow in this order: GlmU inhibition, Mtb RmlCD inh
> Nc1nnc(SCC(=O)OCC(=O)Nc2ccccc2)s1
    -2.8%, ·
> COc1ccc(NC(=O)c2nc[nH]c2C(=O)N2CCC(C)CC2)cc1
    2.2%, -12
> Cc1ccc(S(=O)(=O)Nc2nc3ccccc3nc2NCc2ccc3c(c2)OCO3)cc1C
    4.0%, -12
> Cc1ccc(/C=N/NC(=O)Cn2nnc(N)n2)o1
    -0.3%, 7

(more compounds)
Results follow in this order: GlmU inhibition, Mtb RmlCD inh
> CCC(C(=O)Nc1ccc2c(c1)OCCO2)c1ccccc1 (stereo unspecified)
    -2.1%, ·
> CC(=O)NCCn1c(SCC(=O)OCc2ccccc2)nc2ccccc2c1=O
    -12%, ·
> COc1ccc(-c2cc(NCc3ccccn3)n3ncnc3n2)cc1
    ·, 24
> CC(C)Cc1nc2oc3c(N4CCN(C)CC4)ncnc3c2c2c1CCCC2
    0.1%, ·
> O=S(=O)(Nc1ccncc1Cl)c1ccccc1
    0.4%, 4
> COCCNC(=O)/C(=C/c1ccccc1Cl)c1ccccc1
    4.9%, -5
> CCCCC(=O)NC(=S)Nc1cc([N+](=O)[O-])ccc1OC
    -4.0%, ·
> CC(C)(C)Oc1ncc(Br)c(OC(C)(C)C)n1
    -0.9%, ·
> COc1ccc2nc(N=Nc3ccc(O)c4ccccc34)sc2c1
    -0.3%, -7
> CCOc1ccc2nc(SCC(=O)N(C)C)[nH]c2c1
    1.7%, 63
> Cc1cccc(NC(=O)COc2ccccc2)c1
    -2.4%, ·
> Cc1csc2nnc(N)n12
    2.5%, -10
> C/C(=N\Nc1ccc2nncn2n1)c1cccs1
    ·, -5
> CC1CC(N(C(=O)C2CC2)c2ccccc2)c2ccccc2N1C(=O)C1CC1 (stereo unspecified)
    0.8%, ·
> O=[N+]([O-])c1cccc(-c2nnc3c4ccccc4c4ccccc4n23)c1
    7.9%, -4
> COc1ccc(N=C2NC(=O)/C(=C\C=C\c3ccco3)S2)cc1
    8.9%, 5
> CCCCn1c(=O)[nH]c(=O)c2c1nc(-c1ccc(OCCC)c(OCC)c1)n2CCOC
    4.2%, -10
> CCCCC(=O)Nc1ccc(NC(=O)c2ccc([N+](=O)[O-])cc2)cc1OC
    -7.1%, 1
> CC1CCN(C(=O)c2cc(Cl)nc3ccccc23)CC1
    4.6%, 1
> Cc1cc(C(F)(F)F)n2[nH]c(=O)c(N=Nc3ccccc3)c2n1
    2.2%, 7

Laid out differently: two of the compounds above
structure: COc1ccc2c(c1)N(C(=O)CSc1n[nH]c(C)n1)C(C)(C)C=C2C
  GlmU inhibition: 2.7%
  Mtb RmlCD inh: -8
structure: O=S(=O)(Nc1ccncc1Cl)c1ccccc1
  GlmU inhibition: 0.4%
  Mtb RmlCD inh: 4

(further entries)
Results follow in this order: GlmU inhibition, Mtb RmlCD inh
> CCC(C)(C(=O)NC1CCCC1)N(C(=O)c1cnccn1)c1c(C)n(C)n(-c2ccccc2)c1=O (stereo unspecified)
    -3.9%, ·
> CC(=O)NC(C)c1nc2ccccc2n1CC(=O)N1C(C)CCCC1C (stereo unspecified)
    -0.8%, ·
> O=c1c2ccccc2nc(SCc2cccc(F)c2)n1-c1cccc(S(=O)(=O)N2CCCC2)c1
    -3.3%, 1
> Cc1cc(C(=O)CSc2nc3ccccc3c(=O)[nH]2)c(C)n1C
    1.4%, ·
> Cc1ccc(NC(=S)N2CCC(c3nc4ccccc4s3)CC2)cc1
    -2.2%, -15
> O=C(c1ccco1)N1CCN(C(c2ccccc2F)c2nnnn2Cc2cccs2)CC1 (stereo unspecified)
    2.7%, 6
> CCSc1ccccc1C(=O)Nc1ccc([N+](=O)[O-])cc1OC
    0.9%, ·
> COc1ccccc1CN(C)C(C)C(=O)Nc1cccc(C(C)=O)c1 (stereo unspecified)
    2.3%, 10
> O=C(c1cc2nc(-c3ccco3)cc(C(F)(F)F)n2n1)N1CCN(c2ccccc2)CC1
    -2.0%, ·
> Cc1ccc(S(=O)(=O)/N=C2\CN(C)C(=O)N2C)cc1
    1.7%, ·
> O=C(NCCOc1ccccc1)C(=O)NCC1CCCO1 (stereo unspecified)
    -6.1%, -6
> COc1ccc(-c2[nH]ncc2CNCc2cc(C)n(C)n2)c(F)c1
    2.0%, 96
> Cc1cc(-c2nn(-c3ccccc3F)cc2CN2CCN(c3ccncc3)CC2)c(C)s1
    -7.3%, -5
> CC(=O)Nc1nonc1NC(=O)CSc1ccccn1
    1.5%, -14
> Cc1ccc(S(=O)(=O)NCCc2ccccc2)cc1
    -1.2%, 1
> COC(=O)C1=NN(N=O)C2(CC(=O)N(c3cc(C)cc(C)c3)C2=O)C1 (stereo unspecified)
    -0.2%, 15
> CC(=O)Nc1nc(-c2ccccc2)ns1
    0.6%, -13
> O=C(c1ccccc1Oc1nnnn1-c1ccccc1)N1CCOCC1
    -1.9%, 8
> Cc1ccc(C)c(C2NC(=O)c3ccccc3N2)c1 (stereo unspecified)
    -5.0%, ·
> CC1Cc2nc(SCC(=O)Nc3ccc4c(c3)OCO4)n(CCc3ccccc3)c(=O)c2S1 (stereo unspecified)
    0.1%, 0

(list continues)
Results follow in this order: GlmU inhibition, Mtb RmlCD inh
> CCC(C)(C(=O)NC1CCCC1)N(Cc1ccco1)C(=O)c1ccccn1 (stereo unspecified)
    -1.8%, ·
> S=C(NCc1ccco1)N/N=C/c1cccnc1
    1.1%, -13
> Cc1onc(-c2ccccc2Cl)c1C(=O)Nc1cccc2cccnc12
    -1.5%, ·
> CS(=O)(=O)c1ccccc1-c1nc(-c2cccc(Cl)c2)no1
    -7.8%, -7
> Cc1ccccc1-n1ncc(C(C)NC(=O)c2ccccc2)c1C (stereo unspecified)
    0.3%, 5
> Cc1nn(CCOc2ccccc2)c(=O)n1-c1cccc(F)c1
    2.7%, ·
> Cc1c(OCc2nn[nH]n2)ccc2c3c(c(=O)oc12)CCCC3
    -4.6%, 6
> Cc1ccsc1C(=O)C1CCCN(Cc2cn(C)nc2C)C1 (stereo unspecified)
    0.2%, ·
> CN(C)C(=O)NC(Nc1cccc([N+](=O)[O-])c1)C(Cl)(Cl)Cl (stereo unspecified)
    6.4%, -11
> Cn1cccc1Cc1nnc(SCC(=O)NCC2CCCO2)n1CCc1ccccc1 (stereo unspecified)
    0.2%, -1
> CCC(C)(C(=O)NC1CCCC1)N(C(=O)CC1NC(=O)NC1=O)c1c(C)n(C)n(-c2ccccc2)c1=O (stereo unspecified)
    0.4%, 6
> COc1cc(/C=N/NC(=O)c2ccc(F)cc2)ccc1OC(=O)c1ccco1
    1.0%, 1
> CCn1cc(C(=O)NCC2CCCO2)c(=O)c2cc(S(=O)(=O)N(C)C)ccc21 (stereo unspecified)
    3.8%, 3
> COCc1cc(C)nc(OCC(=O)N/N=C/c2ccc(O)cc2)c1C#N
    -3.3%, -7
> Cc1cc(C(=O)CSc2nncs2)c(C)n1-c1c(C)n(C)n(-c2ccccc2)c1=O
    8.0%, -5
> Cn1cccc1/C=N/n1c(-c2ccco2)n[nH]c1=S
    1.6%, 2
> CCc1nc2ccccc2c(C(=O)OCCN2C(=O)c3ccccc3C2=O)c1C
    1.9%, ·
> COc1cc(C)c(Cl)cc1S(=O)(=O)n1cnc2ccccc21
    6.4%, 9
> c1cnc(Nc2nc(-c3ccc4ccccc4c3)cs2)nc1
    -6.3%, ·
> O=C(CSc1nc2ccccc2s1)N1CCCCC1
    1.1%, 13

Continued:
Results follow in this order: GlmU inhibition, Mtb RmlCD inh
> CCN(CC)c1ccc(/C=N/NC(=O)CN2CCCc3ccccc32)cc1
    -0.5%, ·
> COc1ccccc1NC(=O)CN(C)S(=O)(=O)c1ccc(F)cc1
    1.4%, -7
> CC1CCN(C(=O)CCc2nnc(-c3ccccc3)o2)CC1
    0.2%, ·
> O=C(/C=C/c1cc([N+](=O)[O-])ccc1OC(F)F)Nc1cccc2ccccc12
    -1.6%, 1
> O=C(c1ccc(Cl)c(Cl)c1)N1CCC(=O)N(C(COCc2ccc(Cl)cc2)Cc2ccccc2)CC1 (stereo unspecified)
    -0.2%, ·
> Cc1cc(C(=O)CSc2nnnn2-c2ccc(O)cc2)c(C)n1C
    2.0%, 1
> Cc1sc2ncnc(N3CCOCC3)c2c1C
    -1.2%, -8
> CN(C)S(=O)(=O)c1ccc(Cl)c(NC(=O)COC(=O)CN2C(=O)C3CCCCC3C2=O)c1 (stereo unspecified)
    2.1%, -8
> COc1cccc(CC(=O)N[C@@H](CCSC)c2nc3ccccc3[nH]2)c1
    -2.9%, -7
> O=C(c1cnc2c(c1)COc1ccc(Cl)cc1-2)c1ccccc1O
    -1.4%, ·
> O=C(O)COCc1nc2ccccc2[nH]1
    -2.5%, 14
> COc1cc(NC(=O)c2ccnc(N)c2)cc(C(=O)Nc2cccc(C(F)(F)F)c2)c1
    -3.4%, ·
> CCCC(O)(CCN(C)C)c1ccc(OC)cc1 (stereo unspecified)
    -3.0%, 4
> COc1cccc2cc3c(=O)n(-c4ccccc4)nc-3oc12
    5.7%, 7
> COc1ccccc1CN1CC(C(=O)NCC2CCCO2)CC1=O (stereo unspecified)
    1.7%, -11
> O=c1c2ccccc2c(C=NCCO)c(O)n1-c1ccccc1
    0.1%, -3
> CCc1nc(SCC(=O)Nc2ccc(N(C)C)cc2)c2ccccc2n1
    2.3%, -7
